Screens from PubChem.
tim23-1 inh = inhibits growth of tim23-1 mutant yeast; S. cerevisiae tim23-1 growth, BacTiter-Glo luminescence, 24 h; inhibition, % at 20 µM; 330,000 tested, 1.3% active;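 active means growth inhibition of the mutant yeast at or above 50%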;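 further: temperature-sensitive mutant grown at 25 °C; plate controls were DMSO-treated mutant yeast for no effect and medium wells lacking yeast for full effect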
Jurkat NFkB inh = inhibitors of the PMA/ionomycin-induced NF-kB reporter in Jurkat cells | inhibition, % at 4 µM | 330,000 tested, 0.53% active | PMA/ionomycin-induced NF-kB luciferase reporter, luminescence | AID 435003; in the data active means inhibition above about 50%
CHOP UPR activ = activators of apoptotic arm of unfolded protein response (CHOP) | CHO-CHOP luciferase reporter, UPR activation, luminescence; percent of tunicamycin response over DMSO baseline | activation, % at 10 µM | 330,000 tested, 0.34% active;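 active means at 10 µM dose, activation of 40% or more, normalized to positive control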;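 further: 100% = tunicamycin at 10 µg/mL and 0% = DMSO alone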
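assay system = CHO CHOP reporter cells | amount = 500 CHO-CHOP cells per well | buffer or medium = F12 with 10% FBS | incubation = 16-18 h cell attachment, then 6 h compound exposure, 37 °C | detection = luminescence read with Steady-Glo | read-out = percent activation relative to tunicamycin control | controls = tunicamycin high control, DMSO low control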
XBP1 UPR activ = activators of adaptive arm of unfolded protein response (XBP1); CHO-XBP1 luciferase reporter, IRE1-XBP1 UPR activation, luminescence; percent of tunicamycin response, DMSO as zero; activation, % at 20 µM; 330,000 tested, 0.33% active; AID 463104;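 active means versus positive control, 20 µM dose yields 30% or more activation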;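 further: 100% = tunicamycin at 10 µg/mL and 0% = DMSO only wells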
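Material: CHO cell line with stable XBP1 luciferase reporter; schedule: 16-18 h cell attachment at 37 °C, then 6 h compound exposure; signal: glow luminescence from Steady-Glo reagent; medium: serum-containing F12 medium, 10% FBS; benchmarks: tunicamycin 10 µg/mL and vehicle-only wells; read-out: percent activation relative to tunicamycin reference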
697 NFkB inh = lowers PMA/ionomycin-induced NF-kB signal in 697 B cells; 697 B-cell NF-kB luciferase reporter, 16 h; inhibition, % at 4 µM; 330,000 tested, 0.33% active; AID 435022; in the data active means inhibition above about 35%
APJ agonist = activates the human apelin receptor APJ; 330,000 tested, 0.11% active; activation, % at 20 µM; P35414; CHO-K1 APJ PathHunter beta-arrestin, luminescence; 0% DMSO wells, 100% apelin; AID 2520;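 active means activation more than six SD over the plate average, tested at 20 µM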;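 further: 0% = DMSO alone and 100% = apelin-13 at 10 nM; some results filed as inactive read as strong as hits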
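Assay system: CHO-K1 cells stably expressing ProLink-tagged human APJ and arrestin–beta-gal acceptor. Compound dosing: 20 µM single point, 1% DMSO. Times: 16-18 h seeding, 90 min dark compound exposure, 60 min detection. Detection: beta-gal luminescence. Evaluation: APJ–arrestin association signal. Controls: negative DMSO alone, positive Apelin-13 at 10 nM.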
Mdm2-MdmX inh = inhibitors of human Mdm2/MdmX interaction; O15151+Q00987; SaOS-2 split-luciferase Mdm2/MdmX complementation, luminescence; inhibition, % at 8 µM; 330,000 tested, 3% active; AID 485346;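 active means inhibition of at least 50% at 8 µM in the primary screen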
Target sequence (O15151 whole entry, looked up): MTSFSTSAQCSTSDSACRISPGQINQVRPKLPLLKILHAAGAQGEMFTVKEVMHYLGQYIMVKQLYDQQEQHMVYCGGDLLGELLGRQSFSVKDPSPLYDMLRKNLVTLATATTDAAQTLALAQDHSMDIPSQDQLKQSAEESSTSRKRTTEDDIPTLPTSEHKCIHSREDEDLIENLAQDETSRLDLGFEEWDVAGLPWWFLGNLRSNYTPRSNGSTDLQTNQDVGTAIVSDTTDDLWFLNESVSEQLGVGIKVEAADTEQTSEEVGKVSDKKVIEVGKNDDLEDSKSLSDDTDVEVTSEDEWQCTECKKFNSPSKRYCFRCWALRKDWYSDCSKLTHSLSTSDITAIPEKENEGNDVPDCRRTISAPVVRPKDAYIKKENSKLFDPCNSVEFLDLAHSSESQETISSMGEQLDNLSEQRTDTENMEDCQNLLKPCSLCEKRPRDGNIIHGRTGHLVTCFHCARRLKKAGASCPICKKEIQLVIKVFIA
Target sequence (Q00987 whole entry, looked up): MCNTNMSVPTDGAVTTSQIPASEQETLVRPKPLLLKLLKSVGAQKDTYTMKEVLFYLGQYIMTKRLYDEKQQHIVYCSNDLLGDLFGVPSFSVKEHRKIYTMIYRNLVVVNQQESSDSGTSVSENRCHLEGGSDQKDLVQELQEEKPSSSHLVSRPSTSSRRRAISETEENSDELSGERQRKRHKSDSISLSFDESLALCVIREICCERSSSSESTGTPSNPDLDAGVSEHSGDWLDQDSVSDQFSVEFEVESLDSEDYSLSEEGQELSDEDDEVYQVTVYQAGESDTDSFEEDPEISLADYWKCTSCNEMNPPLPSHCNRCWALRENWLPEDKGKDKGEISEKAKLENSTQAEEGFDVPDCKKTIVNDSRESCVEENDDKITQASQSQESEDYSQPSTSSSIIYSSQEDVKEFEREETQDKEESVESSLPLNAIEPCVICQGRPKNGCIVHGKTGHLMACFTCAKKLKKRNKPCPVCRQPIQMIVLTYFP
APJ antag = blocks the human apelin receptor APJ; 330,000 tested, 0.32% active; AID 2521; CHO-K1 APJ beta-arrestin complementation, luminescence; inhibition, % at 20 µM;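 active means inhibition above about 40% at 20 µM, limit read from the data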;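 further: cells challenged with 10 nM apelin-13 agonist together with compound; plate controls were apelin-13 plus DMSO wells for no effect and DMSO wells lacking apelin-13 for full effect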
Active calls of the source: *; / = not tested or not shown.

entry	smiles	Jurkat NFkB inh	APJ agonist	APJ antag	CHOP UPR activ	XBP1 UPR activ	Mdm2-MdmX inh	tim23-1 inh	697 NFkB inh
1	Cn1cc(CNC(=O)c2ccc(OC3CCN(Cc4ccccn4)CC3)cc2)cn1	8.1	-2.2	10.2	-1.2	-6.2	8.1	-2.8	-15.7
2	O=C(CS(=O)(=O)c1c[nH]c2ccccc12)Nc1ccc(F)cc1	18.2	-0.3	-2.8	-1.2	-3.3	24.6	-7.8	8.7
3	CCOc1ccccc1NC(=O)c1cc(C(=O)c2cc(Br)ccc2O)coc1=N	3.5	-3.6	1.3	0.4	-3.1	55.0*	8.5	16.2
4	COC(=O)c1c(NC(NC(=O)CC(C)C)C(Cl)(Cl)Cl)sc2c1CCC2 (configuration not stated)	5.6	1.1	16.9	1.4	-2.1	24.6	4.0	5.7
5	Cc1ccc(C(=O)NC2CCN(C(=O)Nc3ccccc3Cl)CC2)cc1	20.3	-3.8	-1.8	-0.2	-3.0	-3.0	3.9	11.2
6	CCc1ccccc1NC(=O)NC1CCCCC1	-9.7	0.5	1.3	-3.1	-0.3	15.2	-8.6	14.2
7	COc1ccc(CCC(=O)O)cc1OC	0.3	-1.4	-9.9	1.7	-0.6	23.6	0.4	0.1
8	CCc1ccc(C(=O)OCC(=O)N2CCCCCC2)cc1	7.1	-3.1	2.1	2.1	-1.2	-1.6	5.7	0.2
9	CCOC(=O)/C(C#N)=C/C1=C(N2CCOCC2)C(C)(C)OCC1	4.5	-2.1	6.1	-0.5	0.6	16.1	12.7	12.6
10	O=C(CCC(=O)c1cccs1)Nc1ccc(F)c(F)c1F	8.1	0.1	10.8	-0.5	-0.5	0.1	4.4	7.0
11	NC(=O)Cc1nc(-c2ccc([N+](=O)[O-])cc2)cs1	-14.0	-0.3	-31.2	-1.4	-3.0	-24.0	10.8	3.8
12	O=C(Nc1ccc(Oc2ccccc2)cc1)c1ccco1	-92.8	7.6	-4.8	8.8	0.2	-84.1	20.7	-152.0
13	COc1ccc(-n2nnc3c(=O)n(Cc4cccc(C)c4)cnc32)cc1	2.8	-1.5	13.0	1.4	-0.4	13.8	21.2	6.6
14	CC(C)c1cc(C(=O)Nc2sc3c(c2C#N)CCC3)no1	0.9	-4.6	6.0	0.4	3.7	7.1	7.5	-7.6
15	Cc1cc(N)c(-n2cc3c(=O)n(C)c(=O)n(C)c3c2)cc1C	-42.9	0.6	-3.9	1.5	1.4	10.3	17.5	-21.3
16	CN(CCOc1ccc(Cl)cc1)CC(=O)Nc1ccc(OC(F)(F)F)cc1	0.1	-2.7	-15.2	1.0	-2.0	22.3	30.4	-0.4
17	CN(C)c1cc2c(cc1NC(=O)c1ccccc1Cl)n(C)c(=O)n2C	6.5	3.3	12.9	0.0	1.2	18.6	18.3	-2.1
18	CCCc1nc2ccccc2c(C(=O)OCC(=O)NC2CC2)c1CC	1.5	-1.5	2.4	1.7	-1.9	-3.8	15.4	4.1
19	CCCCNC(=S)NC1CCCC1	-0.4	-0.7	10.1	0.2	-1.2	27.2	11.6	-1.6
20	COc1ccccc1NS(=O)(=O)c1cccc(C(=O)N/N=C/c2c(C)nn(-c3ccccc3)c2N2CCCC2)c1	3.8	-0.3	0.2	0.4	-4.2	6.0	19.7	-8.7
21	Cc1c(C(=O)NNc2c(Cl)cccc2Cl)n(C)oc1=O	-4.8	1.2	11.8	-0.8	-0.8	-6.5	-1.7	1.1
22	CCN(CC)S(=O)(=O)c1cccc(-c2nnc(SCc3nnc(-c4cccs4)o3)n2N)c1	0.0	-1.3	7.7	1.1	-0.7	-11.3	-9.7	11.1
23	O=c1[nH]c(C2CCN(S(=O)(=O)c3ccccc3C(F)(F)F)CC2)nc2c1nnn2Cc1cccc(F)c1	-0.5	-2.2	-7.4	2.0	-1.7	41.0	19.0	-27.7
24	COc1cc(S(=O)(=O)N2CCOCC2)ccc1NC(=O)COC(=O)c1cc(OC)c(OC)c(OC)c1	-3.1	-1.2	-4.1	-2.2	1.1	22.1	0.0	8.1
25	CCOC(=O)NC(=O)CSc1nc2ccc(OCC)cc2[nH]1	-3.7	-3.9	3.8	-1.8	-0.1	4.1	2.3	-3.5
26	CCCN(CC(=O)Nc1ccc(F)c(F)c1F)C(=O)Cc1ccc(S(=O)(=O)N2CCOCC2)s1	-12.3	-0.8	-52.2	-0.3	-2.5	-10.5	-0.1	-13.9
27	Cc1ccc(CNC(=O)[C@H](Cc2ccccc2)NC(=O)c2ccco2)cc1	-1.0	-5.6	2.8	0.3	0.3	26.8	22.4	14.0
28	Cc1nn(C)c(C)c1N1C(=O)c2cccc3c(Br)ccc(c23)C1=O	-5.0	1.7	-11.3	-1.8	-2.0	19.0	25.7	-2.0
29	CN1CCC(C(=O)N2CCCC(C(=O)c3ccc4c5c(cccc35)CC4)C2)CC1 (configuration not stated)	10.6	-0.2	9.0	3.5	-0.1	12.3	18.0	-0.5
30	COc1cnc(-c2ccccn2)[nH]c1=O	-14.8	-2.3	-1.0	0.5	-2.5	23.9	21.6	-6.4
31	O=C(Nc1cc(C(F)(F)F)ccc1-n1cncn1)c1ccc([N+](=O)[O-])o1	1.9	23.6	-119.7	1.8	0.8	27.6	53.9*	-2.3
32	O=C(O)[C@H]1CCCN1C(=O)c1ccccc1N1C(=O)[C@@H]2Cc3c([nH]c4ccccc34)C(c3cccc(Cl)c3)N2C1=O (some centres not stated)	22.4	-3.0	-84.7	1.0	0.8	-6.9	-11.8	20.4
33	COC(=O)c1c(NC(=O)c2ccccc2)sc(C(=O)c2ccccc2)c1C	1.9	-2.8	27.9	-1.3	-4.0	28.4	-2.9	-14.0
34	c1ccc2c(c1)Oc1cccc3cccc-2c13	-9.5	-1.8	-7.2	4.1	-0.1	3.3	2.0	-4.2
35	CC(C)(C)NC(=O)CSc1nnc(NC(=O)c2ccccc2Cl)s1	1.9	-2.4	-8.0	-1.1	-1.5	-7.8	12.3	-3.2
36	CC1CCCC(C)N1C(=O)CSc1nnc(NC(=O)c2cccs2)s1 (configuration not stated)	-0.3	-2.1	6.8	1.3	-1.4	-24.9	30.8	-18.1
37	O=C(N/N=C/c1cn(Cc2ccccc2)c2ccccc12)c1cccnc1	11.5	0.5	-9.2	8.9	3.0	25.4	6.4	0.3
38	Cc1ccc2occ(/C=N/NC(=O)c3ccc(Cl)cc3)c(=O)c2c1	13.8	13.2	-7.9	2.1	-1.6	37.3	40.7	-16.0
39	Cc1noc(C)c1NC(=O)N(C)C[C@@H]1Oc2c(NC(=O)c3ccncc3)cccc2C(=O)N([C@H](C)CO)C[C@@H]1C	24.5	-2.0	1.4	-0.8	-4.4	-3.9	3.1	1.5
40	CCCn1nc(NC(=O)c2cccs2)c2cc3cc(OC)ccc3nc21	-19.9	19.5	-24.6	9.0	5.8	-23.1	37.1	-83.8
41	Cc1nc(SCC(=O)NC2(C#N)CCCC2)n(CC(C)C)c1C	-0.2	-2.5	23.3	1.3	0.2	-0.5	10.3	-8.5
42	CC(CN(C(N)=O)c1ccccc1O)C(=O)O (configuration not stated)	11.0	4.0	2.0	0.1	0.4	-8.1	10.4	-21.7
43	Cc1cc(NC2CCCCC2)nc(-c2ccccc2O)n1	-37.8	-2.5	-6.9	1.1	3.8	18.3	27.8	2.9
44	O=C(NCCC1=CCCCC1)NC1CCCCC1	-98.2	-0.8	4.2	5.7	-2.4	-130.0	4.9	-161.7
45	CN(C)CCCNS(=O)(=O)c1ccc(-n2nnc3ccccc32)c([N+](=O)[O-])c1	15.6	7.5	-72.4	1.0	3.2	-11.4	18.4	-17.2
46	CN(C(=O)Nc1ccc(C(C)(C)C)cc1)C1CCCCC1	-56.1	0.5	8.3	2.3	3.7	-14.3	-11.8	-54.5
47	Cc1csc(NC(=O)C2CCN(S(=O)(=O)c3cccs3)CC2)n1	0.1	1.6	1.9	0.7	-2.4	13.1	14.1	3.3
48	CCCCC(=O)Nc1cccc(-c2nc3ncccc3o2)c1C	-30.0	-5.1	-3.8	2.9	4.0	4.4	7.8	-11.1
49	Cc1ccc(CNC(=O)CCSCCC(=O)NCc2ccc(C)cc2)cc1	-3.8	18.7	-0.9	-0.8	11.5	8.7	24.1	-34.0
50	CCOC(=O)c1sc(N(Cc2ccccc2)C(=O)CSc2ncn[nH]2)nc1C	-7.3	-4.1	-5.4	0.4	-3.2	-39.0	34.2	4.0
51	O=C(c1ccccc1)N1CCN(C(=O)c2ccccc2)CC1	4.6	-2.7	-9.8	-0.5	-2.9	3.2	2.5	9.1
52	O=C(O)c1cccc(S(=O)(=O)Nc2cccc(S(=O)(=O)N3CCCC3)c2)c1	-3.5	-3.3	-5.9	-0.4	-0.6	13.1	7.0	8.3
53	O=C(COCC(=O)N1CCOCC1)N1CCOCC1	-8.1	-3.4	-17.2	0.6	-2.5	20.5	-1.3	7.3
54	CCOC(=O)C1=CN(Cc2ccc(Br)cc2)S(=O)(=O)N(C)C1C (configuration not stated)	/	/	/	5.0	-2.3	19.5	44.8	12.9
55	CN1CCN(C2CCCCCC2)CC1	-11.8	-4.2	-17.9	-1.3	-1.0	-7.9	2.6	-0.1
56	C/C(=N\NC(=O)CNC(=O)c1ccc2c(c1)OCO2)c1ccco1	-6.7	-2.6	7.2	1.9	2.0	-1.8	3.8	5.4
57	Cc1ccccc1CCN1CCCC(CN(C)CC(C)(C)C)C1 (configuration not stated)	2.4	-0.4	12.7	-0.5	-2.6	13.1	-11.3	-11.1
58	CC(C)c1ccc(NC(=O)NC2CCN(CC(=O)Nc3cccc4ccccc34)CC2)cc1	-1.5	-0.4	-7.0	-2.8	-2.0	2.7	0.7	5.9
59	O=C(NCCCN1CCCC1=O)c1ccc2c(=O)n(-c3ccc(F)cc3)c(=S)[nH]c2c1	10.0	-2.0	4.1	-0.8	-2.2	-24.5	7.4	23.6
60	CCOC(=O)c1nc(S(C)(=O)=O)ncc1N1CCOCC1	14.6	-0.4	3.8	-0.3	-2.5	36.8	18.8	-9.5
61	CCn1cc(CN2CCCC(CNS(=O)(=O)c3ccc(OC)cc3)C2)cn1 (configuration not stated)	-1.2	-2.9	0.6	0.8	-5.1	6.4	8.9	12.1
62	CC1=NN(C(=O)c2ccccc2Cl)C(O)(c2ccccc2)C1 (configuration not stated)	5.0	-5.1	-3.7	21.4	-3.9	14.4	2.6	6.6
63	COc1ccc(NC(=O)c2nc[nH]c2C(=O)NCCCCCNC(=O)OC(C)(C)C)cc1	-7.7	3.0	-58.4	2.9	3.0	28.2	-1.7	0.4

Ordered by SMILES length (low to high): some entries from above.
entry	smiles	Jurkat NFkB inh	APJ agonist	APJ antag	CHOP UPR activ	XBP1 UPR activ	Mdm2-MdmX inh	tim23-1 inh	697 NFkB inh
36	CC1CCCC(C)N1C(=O)CSc1nnc(NC(=O)c2cccs2)s1 (configuration not stated)	-0.3	-2.1	6.8	1.3	-1.4	-24.9	30.8	-18.1
47	Cc1csc(NC(=O)C2CCN(S(=O)(=O)c3cccs3)CC2)n1	0.1	1.6	1.9	0.7	-2.4	13.1	14.1	3.3
54	CCOC(=O)C1=CN(Cc2ccc(Br)cc2)S(=O)(=O)N(C)C1C (configuration not stated)	/	/	/	5.0	-2.3	19.5	44.8	12.9
63	COc1ccc(NC(=O)c2nc[nH]c2C(=O)NCCCCCNC(=O)OC(C)(C)C)cc1	-7.7	3.0	-58.4	2.9	3.0	28.2	-1.7	0.4
